Menin-MLL TR inh = inhibitors of human menin-MLL interaction, mutant MLL peptide. Menin + Texas Red MLL mutant peptide, fluorescence polarization. Potency, µM (series often up to 61.6 µM), for inactives: top-dose FP activity change, negative = inhibition, most hits filed as inhibitors. 0.23% of 270,000 active. AID 1768; active = well fitted inhibition curve with a large enough effect in the polarisation, with a control signal flat, not every such curve was filed as active; inconclusive = small, poorly fitted or top-dose-only effect, or effect the other way, or a change in a side signal; inactive = no such curve, though single readings can be large or run the other way; the % refers to the polarisation; also: potency is read from the fitted curve at half-maximal effect; % of control where 0% means no effect; many of its hits are not listed in these tables
Target sequence (O00255 whole entry, looked up): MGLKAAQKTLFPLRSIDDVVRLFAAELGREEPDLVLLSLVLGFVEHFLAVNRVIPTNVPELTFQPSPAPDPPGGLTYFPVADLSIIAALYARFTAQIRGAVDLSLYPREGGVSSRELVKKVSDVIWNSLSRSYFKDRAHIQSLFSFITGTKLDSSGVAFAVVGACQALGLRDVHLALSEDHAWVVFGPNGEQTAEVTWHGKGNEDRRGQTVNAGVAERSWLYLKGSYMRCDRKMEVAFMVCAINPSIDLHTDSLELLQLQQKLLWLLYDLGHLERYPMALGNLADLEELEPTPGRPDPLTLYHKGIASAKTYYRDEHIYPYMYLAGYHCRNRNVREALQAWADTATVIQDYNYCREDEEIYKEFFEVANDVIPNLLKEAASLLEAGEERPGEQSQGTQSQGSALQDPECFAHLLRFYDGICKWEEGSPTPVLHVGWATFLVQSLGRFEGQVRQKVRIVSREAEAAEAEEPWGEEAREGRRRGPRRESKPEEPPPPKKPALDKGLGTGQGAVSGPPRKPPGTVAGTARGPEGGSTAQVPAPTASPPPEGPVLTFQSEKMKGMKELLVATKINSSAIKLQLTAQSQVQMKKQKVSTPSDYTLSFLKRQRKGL
Giardia killer = kills Giardia lamblia | AID 540267 | activity change, % at 7.66 µM, hits read low | 0.15% of 340,000 active | Giardia lamblia trophozoite viability; in the data active = activity change below about -80%; inconclusive = between about -30% and that limit;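 also: parasites exposed to compound for two days anaerobically before the ATP read; % is scaled to controls: 0 for no effect and ±100 for the full control effect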
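Luminescence from cellular ATP indicates surviving trophozoites (100 cells/well) following 48 hrs anaerobic compound treatment at 37 deg C; signal develops 15-30 min at room temperature.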
B2AR arrestin = recruits beta-arrestin to the human beta2-adrenergic receptor | P07550 | beta-arrestin recruitment to beta2AR, cell-based reporter | Potency, µM (top dose mostly 46.1 µM), for inactives: top-dose activation, hits mostly activators | 0.02% of 330,000 active;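 also: potency is read from the fitted curve at half-maximal effect; 0% = DMSO controls and full agonism = EC100 isoproterenol or metaproterenol; nearly all actives have a fitted effect of over 65% in size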
Target sequence (P07550 whole entry, looked up): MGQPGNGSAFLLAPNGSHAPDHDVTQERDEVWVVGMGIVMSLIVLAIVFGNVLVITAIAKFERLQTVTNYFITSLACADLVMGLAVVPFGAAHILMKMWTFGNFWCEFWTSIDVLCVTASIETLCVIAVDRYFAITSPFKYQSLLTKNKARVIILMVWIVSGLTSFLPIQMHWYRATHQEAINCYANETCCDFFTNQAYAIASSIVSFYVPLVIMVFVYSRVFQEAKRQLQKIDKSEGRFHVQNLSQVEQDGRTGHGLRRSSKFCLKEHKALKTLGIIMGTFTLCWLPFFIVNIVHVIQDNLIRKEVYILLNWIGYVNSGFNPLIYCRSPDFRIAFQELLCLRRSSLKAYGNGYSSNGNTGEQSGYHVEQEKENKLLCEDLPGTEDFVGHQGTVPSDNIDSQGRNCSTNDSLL
hERG WT inh = KCNH2 (human, wildtype) channel inhibition; activity change, % at 1.84 µM; Q12809; 0.37% of 340,000 active; U2OS, BacMam KCNH2, thallium flux FluxOr; stronger effect = lower value;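 active = maximum activity change below -70%; inconclusive = maximum activity change between -70% and -50%; inactive = maximum activity change above -50%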; also: % is scaled to controls: 0 for no effect and ±100 for the full control effect
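U2OS cells were transduced with wild-type KCNH2 virus (2.03 x 10^8 / mL) for 4 h at room temperature, then cultured overnight at 37 C. Thallium flux was read with FluxOr dye. Rate constants were normalized to DMSO controls.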
USP2a inh = USP2a (human) protease inhibition. 0.01% of 330,000 active. USP2 core, Ub-CHOP2 coupled fluorogenic reporter, 485/531. AID 463254. O75604. Potency, µM (highest dose often 38.3 µM), for inactives: at the top dose activity change, negative = inhibition, usual class: inhibitors;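 also: potency is read from the fitted curve at half-maximal effect; plate controls were DMSO wells for no effect and full inhibition by NEM control for full effect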
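Deubiquitinase activity read as fluorescence (485/531 nm) after Ub-CHOP2 cleavage activates the enterokinase reporter on its substrate; USP2 core 10nM, Ub-CHOP2 and substrate 25nM each, 30min compound preincubation then 60min RT; data normalized to NEM, curves fitted.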
TRPV1 ag = human TRPV1 agonism; Q8NER1; TRPV1-expressing cells, Fluo-8 calcium influx, agonist mode; activation, % at 8.33 µM; 0.19% of 320,000 active; AID 540275; in the data active = activation above about 80%; inconclusive = between about 30% and that limit; also: 0% is about no effect
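Cells expressing TRPV1 were dye-loaded with Fluo-8 and read kinetically: 10 s baseline, 3 min after compound (agonist portion), then 2 min after EC20 capsaicin (allosteric enhancer portion). Calcium-bound dye fluorescence at 480/520 nm.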
KCNH2 3.1 inh = KCNH2 3.1 (human) potassium channel inhibition | U2OS KCNH2 3.1, thallium flux FluxOr; stronger effect = lower value | activity change, % (tested at about 1.8 µM) | 0.95% of 340,000 active | AID 720553;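 active = maximum activity change below -70%; inconclusive = maximum activity change from -70% to -50%; inactive = maximum activity change above -50%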;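 also: thallium influx rate constant from kinetic fluorescence after stimulation buffer; % is scaled to controls: 0 for no effect and ±100 for the full control effect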
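U2OS cells transduced with KCNH2 3.1 mutant virus (1.77 x 10^8 /mL, 4 h), plated overnight at 37 C, loaded 45 min with FluxOr dye plus Red40 quencher. Thallium flux rate constant from kinetic reads after stimulation buffer, normalised to controls.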
PKM2 act = activators of human pyruvate kinase M2 | AID 1631 | P14618 | purified PKM2, Kinase-Glo ATP luminescence, activation; response scale: 0% is enzyme alone, no compound | Potency, µM (series often up to 57.5 µM), without a hit: at the highest dose activation, hits mostly activators | 0.34% of 260,000 active; also: potency is read from the fitted curve at half-maximal effect; % is scaled to controls: 0 for no effect and ±100 for the full control effect; nearly all actives have a fitted effect of over 55% in size
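Kinase-Glo luminescence reports ATP generated from ADP (0.1 mM) and PEP (0.5 mM) by purified hPK-M2 after 1 h at room temperature, pH 7.2 imidazole buffer; intermediate enzyme activity allows detecting inhibitors and activators.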
CXXC DNA block = blocks binding of human MLL CXXC domain to DNA. Potency, µM (doses to about 115 µM), inactives show top-dose activity change, negative = inhibition, most hits filed as inhibitors. MLL-CXXC / FITC-HOXA9 DNA fluorescence polarization. 0.037% of 290,000 active. Q03164; active = well fitted inhibition curve with a large enough effect in the polarisation, with a control signal flat, not every such curve was filed as active; inconclusive = small, poorly fitted or top-dose-only effect, or effect the other way, or a change in a side signal; inactive = no such curve, though single readings can be large or run the other way; the % refers to the polarisation; also: potency is read from the fitted curve at half-maximal effect
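Purified MLL-CXXC (added from a 7 uM solution) was preincubated 5 min at ambient with pinned compounds in 50 mM Tris-HCl pH 7.5, 50 mM NaCl, 1 mM DTT, 0.05% BSA. Fluorescein-labeled HOX-A9 DNA (50 nM solution) followed, 30 min, then polarization read.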
Coupling enz = coupling enzyme interference in Giardia aldolase counter-screen | coupling enzyme system counterscreen, AmpLite Red fluorescence | activity change, negative = inhibition, % at 58.2 µM, hits read low | 0.67% of 290,000 active | AID 2472; in the data active = activity change below about -30%; also: % is scaled to controls: 0 for no effect and ±100 for the full control effect
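Counterscreen lacking aldolase: glyceraldehyde-3-phosphate coupling-enzyme reagent preincubated 10 min at RT with compound (at 57.5 uM final), then substrate/coupling system with AmpLite Red added; fluorescence read at 525/598 nm after 20 min RT.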
GALK inhibitor = blocks human galactokinase activity; P51570; Purified GALK, Kinase-Glo residual ATP luminescence; Potency, µM (doses to about 57.5 µM), inactives show top-dose activity change, negative = inhibition, usual class: inhibitors; 0.007% of 270,000 active; AID 1868; also: potency is read from the fitted curve at half-maximal effect; % is scaled to controls: 0 for no effect and ±100 for the full control effect
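Luminescence from leftover ATP (Ultra-Glo luciferase/luciferin) served as read-out after a 1 h room-temperature reaction of 5 nM GALK with 35 uM ATP and 100 uM galactose.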
Numbers without * were called inactive; ? = inconclusive; / = no result given; & = joins results of further samples; [ ] = dose if it differs, or a comment. Unless noted, calls follow the shape of the dose curve; as a rule, active = well fitted curve in the direction sought with a large enough effect; inconclusive = small, poorly fitted or top-dose-only effect, or another doubt; inactive = no such curve, though single readings can be large; an effect the other way counts as inactive or inconclusive.

SMILES | Menin-MLL TR inh | Giardia killer | B2AR arrestin | hERG WT inh | USP2a inh | TRPV1 ag | KCNH2 3.1 inh | PKM2 act | CXXC DNA block | Coupling enz | GALK inhibitor
O=c1[nH]c(CN2CCOCC2)nc2scc(-c3ccccc3)c12 | -9% | 20 | -0.2% | 13 | 3% | 3 | 1 | -2% | 0% | 1 | 13%
O=C(c1ccccc1)c1nn(-c2ccc(Cl)cc2)cc1C(=O)c1cc2ccccc2oc1=O | -24% | 48[activator] | 0.0% | -3 | 1% | 4 | -43 | 4% | 9% | 0 | -1%
COc1ccc(N2CC(C(=O)OCC(=O)Nc3cc(C)on3)CC2=O)cc1 (stereo not given) | 4% | -12 | -0.4% | -6 | 0% | -1 | 1 | -2% | 6% | 2 | 0%
Cc1ccccc1Nc1cc2ccccc2c(=O)[nH]1 | -2% | -12 | 0.7% | 9 | 1% | 2 | / | 6% | ? | -43* | -27%
CCc1sc(C(=O)Nc2ccsc2C(=O)OC)cc1Br | 3% | -1 | -0.3% | -8 | 0% | -2 | 0 | -17% | -3% | 10 | 3%
CCC(=O)c1c(NC(C)C)cc(C)oc1=O | -8% | -6 | 0.1% | -7 | -2% | 6 | 15 | 4% | 0% | -1 | 0%
O=C(CN1CCc2ccccc21)NC(=O)NCc1ccccc1 | ? | 33[activator] | 0.0% | 2 | -3% | ? | 8 | 7% | -6% | -24 | 0%
CCOC(=O)CNc1nc(C#N)nc(N2CCOCC2)n1 | 1% | -2&2 | 0.1% | 1 | -1% | 1 | 6 | -1% | -7% | 1 | 3%
CCN(CC)C(=O)CN(c1ccc(C)cc1)S(=O)(=O)c1ccc(SC)cc1 | -22% | -8 | -1.0% | 1 | -8% | 18 | -6 | -1% | 1% | 0 | -4%
Oc1ccc(-c2cnns2)c(O)c1 | 6% | 3 | -1.8% | 2 | 0% | 1 | 9 | -27% | 1% | 0 | /
CC(=O)c1ccc(OCC(=O)NC2CCCN(Cc3ccccc3F)C2)cc1 (stereo not given) | -9% | -10 | -2.6% | 0 | -2% | 11 | 9 | 2% | -2% | 1 | /
O=C(CC1C(=O)N(c2ccccc2)C(=S)N1c1ccccc1)c1ccccc1 (stereo not given) | -1% | 12 | -0.3% | / | 1% | ? | 18 | 6% | 19% | 0 | -2%
COc1cc2c(-c3cc(F)cc(F)c3)c(-c3ccsc3)oc(=O)c2cc1OC | / | 3 | 0.5% | -3 | 2% | 1 | -106* | / | / | / | /
CCc1ccc(N(C(=O)c2snc(C(N)=O)c2N)C(C(=O)NCC2CCCO2)c2ccco2)cc1 (stereo not given) | -15% | 8 | 0.0% | 7 | -1% | 7 | -8 | 3% | -1% | 2 | 12%
O=C(CSc1ccc(-c2ccccc2)nn1)NC1CCCCC1 | -19% | 29 | 2.8% | -12 | 0% | 19 | -1 | -1% | ? | 2 | 5%
CCN(C(=O)COC(=O)c1ccco1)c1cccc2ccccc12 | / | 1 | -0.4% | -16 | -2% | / | -6 | / | / | / | /
CC1(OC(=O)C2CCCC2)C(=O)C=C2C=C(c3ccc(C#N)cc3)OC=C2C1=O (stereo not given) | -1% | 4 | / | 0 | / | / | 7 | / | / | 0 | /
COCCCNC(=S)NNC(=S)NCCCOC | / | -5 | 0.5% | 4 | -2% | -1 | -36 | -5% | -13% | 3 | -4%
CC(C)N1CCN(Cc2ccncc2)CC1CCO (stereo not given) | -5% | 3 | 0.2% | 11 | -3% | 4 | 16 | ? | -6% | 0 | 3%
O=C(Cn1c(C(=O)NCC2CCCO2)cc2sccc21)c1ccccc1 (stereo not given) | -7% | 2 | -0.3% | -4 | 1% | 2 | 12 | 12% | 5% | -2 | -1%
O=C(O)CCC(=O)c1ccc2ccc3cccc4ccc1c2c34 | 18% | / | -0.4% | / | 1% | -1 | / | -5% | ? | 9 | 4%
CCC(C)NC(=S)N1CCN(C(c2ccccc2)c2ccccc2)CC1 (stereo not given) | 5% | 10 | -0.5% | 35 | 0% | ? | 11 | -2% | -3% | 7 | 1%
CC(=O)N(c1ccc2oc(=O)sc2c1)S(=O)(=O)c1ccc(C)cc1 | ? | -15 | 0.4% | -1 | -1% | 17 | -2 | 14% | 15% | 5 | -1%
CC(C)=CC(=O)Nc1cccc(S(=O)(=O)NC2=NCCCCC2)c1 | / | -22 | -0.1% | -3 | 0% | / | 5 | / | / | / | /
O=C(COc1ccc(/C=C\[N+](=O)[O-])cc1)N1CCOCC1 | 16% | -10 | 0.1% | 0 | 0% | 9 | -11 | 13% | ? | -4 | 11%
COC(=O)C1=C(C)N(Cc2ccccc2)C(=NCc2ccccc2)N[C@H]1c1cccc(C(F)(F)F)c1 | / | 1 | 0.5% | 7 | 0% | / | -1 | / | / | / | /
Cc1ccc(Nc2nnc(SCC(=O)Nc3cccnc3Cl)s2)cc1C | 20% | -5 | -0.5% | -8 | -2% | 30 | -23 | 3% | 12% | -4 | 0%
COC(=O)c1ccc(C#Cc2ccccc2)o1 | / | ? | -1.4% | -7 | 0% | 11 | -34 | -5% | -2% | 1 | /
O=C(COc1ccccc1)Nc1cccc(-c2cn3cccnc3n2)c1 | -18% | -30 | -0.5% | 8 | 1% | -1 | / | 0% | -1% | -2 | 3%
Cc1ccc(NC(=O)[C@H](NC(=O)[C@@H]2Cc3ccccc3CN2)c2ccccc2)cc1 | / | 8 | 2.6% | -11 | 0% | -1 | -49 | / | 19% | / | -1%

One compound at a time (already shown):
CCC(=O)c1c(NC(C)C)cc(C)oc1=O is entered as Menin-MLL TR inh = -8%; Giardia killer = -6; B2AR arrestin = 0.1%; hERG WT inh = -7; USP2a inh = -2%; TRPV1 ag = 6; KCNH2 3.1 inh = 15; PKM2 act = 4%; CXXC DNA block = 0%; Coupling enz = -1; GALK inhibitor = 0%
CC(C)N1CCN(Cc2ccncc2)CC1CCO (stereo not given) is entered as Menin-MLL TR inh = -5%; Giardia killer = 3; B2AR arrestin = 0.2%; hERG WT inh = 11; USP2a inh = -3%; TRPV1 ag = 4; KCNH2 3.1 inh = 16; PKM2 act = ?; CXXC DNA block = -6%; Coupling enz = 0; GALK inhibitor = 3%

The listing continues:
SMILES | Menin-MLL TR inh | Giardia killer | B2AR arrestin | hERG WT inh | USP2a inh | TRPV1 ag | KCNH2 3.1 inh | PKM2 act | CXXC DNA block | Coupling enz | GALK inhibitor
O=C(Nc1ccc(F)cc1)c1cn(-c2ccccc2)nc1-c1ccncc1 | 2% | 11 | -0.8% | 0 | -9% | -5 | -7 | 5% | -1% | 4 | 0%
O=C(NCCO)c1cc2c([nH]c3ccccc32)c(-c2ccccc2)n1 | -20% | 0 | 0.0% | -8 | -1% | -2 | 9 | / | 3% | -3 | 3%
N/C(CN1CCCC1=O)=N\O | -1% | -16 | 0.4% | 2 | 2% | 0 | 10 | -12% | -6% | 0 | 3%
COc1ccc(C(=O)CN2CCN(c3ccc(F)cc3)CC2)cc1OC | 25% | -30 | -0.7% | 0 | 1% | 1 | / | 3% | 0% | 0 | 1%
c1ccc2oc(-c3csc(NCC4CCCO4)n3)cc2c1 (stereo not given) | -11% | 14 | 0.0% | -9 | 2% | 20 | -5 | 0% | -1% | 1 | 16%
COC(=O)c1cn(-c2ccccc2)c(=O)c2ccccc12 | -11% | 4 | 0.0% | 5 | 2% | 2 | 2 | 0% | 1% | 0 | -1%
COc1ccc(S(=O)(=O)N2CCOCC2)cc1OC | 12% | 9 | 0.1% | 2 | 2% | 0 | 12 | -3% | 8% | 1 | 2%
CN(C)S(=O)(=O)c1ccc(Nc2ccc(-c3ccc4c(c3)OCCO4)nn2)cc1 | ? | -17 | 0.4% | -6 | 0% | -2 | 10 | 0% | -4% | 2 | 3%
CC(=O)c1ccc(N2CCN(CC(=O)Nc3ccccc3C(=O)NC3CC3)CC2)c(F)c1 | / | -21 | -0.1% | 21 | 0% | 0 | 0 | / | / | / | /
CCOC(=O)CNC(=O)CNC(=O)c1ccc(OCC(C)C)cc1 | 4% | -18 | -0.7% | -1 | 2% | 2 | -4 | -2% | 9% | 1 | -1%

Structural class, the compounds so far containing a Cl atom.
SMILES | Menin-MLL TR inh | Giardia killer | B2AR arrestin | hERG WT inh | USP2a inh | TRPV1 ag | KCNH2 3.1 inh | PKM2 act | CXXC DNA block | Coupling enz | GALK inhibitor
O=C(c1ccccc1)c1nn(-c2ccc(Cl)cc2)cc1C(=O)c1cc2ccccc2oc1=O | -24% | 48[activator] | 0.0% | -3 | 1% | 4 | -43 | 4% | 9% | 0 | -1%
Cc1ccc(Nc2nnc(SCC(=O)Nc3cccnc3Cl)s2)cc1C | 20% | -5 | -0.5% | -8 | -2% | 30 | -23 | 3% | 12% | -4 | 0%

Not all compounds are listed; the hit share may differ from the screen's.
